miR-122 sensor = miR-122 inhibition in Huh7 cells. activation (reporter increase), % at 12.5 µM. Huh7 miR-122 Renilla luciferase sensor, 48 h; neutral wells = 0, positive control = 100. actives 0.3% (n = 340,000);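 active means mean replicate activation score at least 90 and every replicate individually at or above 90; inconclusive means only one of the two criteria met; inactive means neither criterion met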;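 further: higher luciferase means less miR-122 activity so hits act as miR-122 inhibitors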
FN deposition inh = fibronectin deposition inhibition. inhibition, % at 12.6 µM. AID 743247. actives 0.086% (n = 350,000). AH1F fibroblasts, Alexa488-fibronectin deposition fluorescence, overnight;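 active means mean inhibition across replicates of 30% or more, regardless of how many single replicates reach that level; inconclusive means mean under 30% yet at least half of replicates reach 30%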;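 further: positive control wells lacked labelled fibronectin entirely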
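Test system: AH1F fibroblast monolayer depositing Alexa488-labelled fibronectin into matrix. Input: 10000 cells per well. Technique: fluorescence, ex 485 nm, em 525 nm. Buffer or medium: DMEM plus 2% serum, read in PBS. Timing: 1 h cell adhesion before compound, then overnight fibronectin incubation. Compound: single dose, pinned. Read-out basis: inhibition from reduced deposited-fibronectin fluorescence.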
Casp6 inh = caspase-6 (human) enzyme inhibition; purified caspase-6, Z-VEID-R110 cleavage fluorescence; inhibition, % at 12.5 µM; actives 0.53% (n = 350,000);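 active means mean inhibition across replicates at least about 35%, with every replicate also reaching that limit, limit read from the data; inconclusive means only one of the two criteria met; inactive means neither criterion met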;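 further: 0% = median of neutral control wells and 100% = no fluorescence left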
Target sequence (P55212 24-179 limits assumed): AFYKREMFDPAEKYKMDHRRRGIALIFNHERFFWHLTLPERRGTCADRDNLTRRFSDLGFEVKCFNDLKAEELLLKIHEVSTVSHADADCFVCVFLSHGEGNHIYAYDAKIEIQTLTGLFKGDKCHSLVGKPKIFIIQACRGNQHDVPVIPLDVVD
Target sequence (P55212 194-293 limits assumed): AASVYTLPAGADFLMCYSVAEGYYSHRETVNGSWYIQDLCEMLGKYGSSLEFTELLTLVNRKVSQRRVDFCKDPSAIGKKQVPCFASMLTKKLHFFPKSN
EWS-Fli block = EWS/Fli transcriptional activity inhibition | A673 NR0B1-luciferase reporter, viability-normalised | inhibition, % at 12.6 µM | actives 0.67% (n = 350,000) | AID 651661;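 active means mean inhibition of at least 50% after viability correction, with every replicate also passing that limit; inconclusive means mean reaches 50% but only one of two replicates passes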;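 further: firefly luciferase signal divided by Alamar Blue viability fluorescence both relative to DMSO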
Cneo AK release = Cryptococcus neoformans lysis via adenylate kinase release; C. neoformans lysis, adenylate kinase release luminescence, 4 h; normalised: neutral wells 0, clomiphene wells 100; AID 651654; actives 0.2% (n = 360,000); lysis activity, % at 15 µM;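 active means mean lysis activity across replicates of at least 80%, whatever share of replicates individually reach that level; inactive means mean lysis activity below 80%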
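Schedule: static 4 h at 37 °C with compound, 1 h detection; system: C. neoformans cells; benchmarks: Clomiphene as positive control; buffer or medium: fresh YPD medium; measure: luminescence rise reflecting yeast cell lysis; measured by: luminescent adenylate kinase detection reagent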
PGC1a acetyl inh = PGC1a acetylation modulation, inhibitor mode; U2OS PGC1a acetylation, AlphaScreen anti-acetyl-lysine; with virally co-expressed GCN5 acetyltransferase; actives 0.17% (n = 350,000); AID 651687; inhibition, % at 15.6 µM;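 active means every replicate shows inhibition of at least 40%; inconclusive means mean inhibition at least 40% but some replicate below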;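 further: 0% = neutral control wells and 100% = positive control wells; some results beyond the cut were filed as inactive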
LGR2 antag = inhibitors of bursicon-induced Drosophila LGR2 receptor cAMP signaling; HEK293 LGR2, CRE-luciferase, bursicon-stimulated, 4 h; actives 0.35% (n = 380,000); AID 720647; inhibition, % at 9.99 µM;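 active means drop in luminescence signal, shown as inhibition above about 50% in the replicate tests, limit read from the data, passing the limit was not always enough; inconclusive means probably only some replicates passing the limit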;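 further: agonist challenge used bursicon conditioned medium at about half maximal strength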
PAX8 reporter = inhibitors of PAX8 transcriptional activity in RMG-I cells | RMG-I TPO-luciferase reporter, SteadyGlo, 24 h | inhibition, % at 12.6 µM | actives 1.2% (n = 360,000);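 active means mean replicate inhibition at least 60% with every replicate also reaching 60%; inconclusive means only one of the two criteria is met; inactive means mean below 60% and not all replicates reaching 60%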;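 further: luciferase light reporting Pax8 driven TPO promoter activity; plate controls were median of neutral control wells for no effect and mitoxantrone controls for full effect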
Starred values were filed as active, the others as inactive; ? = inconclusive; · = not tested or not shown; [ ] = another dose, or the depositor's remark.

SMILES	miR-122 sensor	FN deposition inh	Casp6 inh	EWS-Fli block	Cneo AK release	PGC1a acetyl inh	LGR2 antag	PAX8 reporter
O=C(C[C@@H]1CC[C@H](NC(=O)CCN2CCCCC2)[C@@H](CO)O1)Nc1nccs1	·	1	·	4	·	-5	-5	5
CN1CCN(CC(O)Cn2c3ccccc3c3ccccc32)CC1 (configuration not stated)	5	3	-5	-1	4	-5	14	-6
O=C(c1cc(Cl)ccc1O)N1CCN(S(=O)(=O)Cc2ccccc2)CC1	·	2	-1	9	1	·	-3	12
CC(C)n1ncc2c(C(=O)NCc3ccccc3CN(C)C)cc(C3CC3)nc21	6	1	-2	25	0	-15	-8	10
COc1ccc(C(=O)NC(=S)Nc2ccc(Cl)cn2)cc1OC	·	7	-2	-4	·	·	-3	1
CS(=O)(=O)Nc1ccc2c(c1)[C@@H]1C[C@H](CC(=O)NCc3cccc(F)c3)O[C@H](CO)[C@@H]1O2	-1[16.7 µM]	·	1	-1	6	0	-6	3
CO[C@H]1CN(C)C(=O)c2cc(NC(=O)C3CCOCC3)ccc2OC[C@H](C)N(CC2CC2)C[C@@H]1C	·	1	1	-2	-1	5	0	0
Cc1ccc(NS(=O)(=O)c2ccc3c(c2)oc(=O)n3C)cc1	·	6	-1	12	0	·	-4	14
CCCC(=O)Nc1ccc2c(c1)C(=O)N(C)[C@H]1CC[C@@H](CC(=O)NCc3cccc(F)c3)O[C@@H]1CO2	7[16.7 µM]	13	-2	-5	1	-4	5	-20
COC(=O)C1=CO[C@@H](O[C@@H]2O[C@H](CO)[C@@H](O)[C@H](O)[C@H]2O)C2C1C=C[C@@]2(O)CO (some centres not stated)	-7	-5	3	-1	-1	·	0	-5
CCc1ccccc1NC(=O)CCN1C(=O)C2CC=CCC2C1=O (configuration not stated)	·	4	-2	-1	-2	·	-7	-1
C[C@@H]1CN([C@@H](C)CO)C(=O)c2ccccc2-c2ccccc2CO[C@@H]1CN(C)Cc1ccc(C(=O)O)cc1	·	2	-2	1	-4	9	-11	·
O=C(OCC(=O)N(c1ccccc1)C1CCCCC1)c1ccc(CO)cc1	-8	0	-3	7	5	1	36	15
CC1=C(C(=O)NCc2ccccn2)C2(CCC(C)CC2)OC1=O (configuration not stated)	-8	-3	-3	-5	5	4	-10	-17
O=C1c2ccccc2C(Nc2ccc3c(c2)OCCO3)N1Cc1ccc2c(c1)OCO2 (configuration not stated)	-2	2	3	19	-2	-4	-10	-48
Cc1cccc(NC(=O)C2CCN(C(=O)N3CCOc4ccccc43)CC2)c1C	0	-10	-1	3	0	-29	4	-18
COc1ccccc1S(=O)(=O)N[C@H]1CC[C@H](CCNC(=O)C2CCCC2)O[C@H]1CO	33[16.7 µM]	-13	-1	4	-3	1	-2	-20
Cc1nc2ccc(NC(=O)N3CCOCC3)cc2s1	-3	0	·	·	-4	0	·	-49
CCN(CC)S(=O)(=O)c1cccc(C(=O)NCC(=O)OCC(=O)NCc2ccccc2)c1	-2	-3	·	·	-1	-5	·	-8
COc1ccc(C#Cc2ccc3c(c2)[C@H]2[C@H](CCN2C(=O)c2ccncc2)[C@@H](CO)N3)cc1	·	-34	1	·	·	10	3	·
CC(C)Oc1ccc(C(=O)O)c(C(=O)O)c1	20	-4	·	·	0	-7	-4	·
O=C(C[C@@H]1C[C@@H]2c3cc(NC(=O)c4ccc5c(c4)OCO5)ccc3O[C@@H]2[C@@H](CO)O1)NCCN1CCCCC1	-4[16.7 µM]	2	-27	-81	-2	-2	16	-25
CCCN1C[C@H](C)[C@@H](OC)CN(C)C(=O)c2ccc(NC(=O)C3CC3)cc2OC[C@@H]1C	·	-8	-3	-7	-2	5	4	4
CCC(=O)N[C@@H]1C=C[C@@H](CC(=O)NCc2cc(F)cc(F)c2)O[C@H]1CO	·	-5	4	1	-1	7	3	-6
COc1ccc2c(=O)c(N3C(=O)c4ccccc4C3=O)c(C)oc2c1	-1	·	3	-11	2	11	-1	·
O=C(NC1CCCC1)[C@H]1[C@H](CO)[C@H]2Cn3c(cccc3=O)[C@H]2N1CCc1ccccc1	·	9	-1	2	·	1	-8	·
COCc1cc(C)nc(OCC(=O)N/N=C/c2ccccc2)c1C#N	-2	·	-1	-1	·	4	2	2
C[C@H]1CCCCO[C@H](CN(C)Cc2ccc(C(=O)O)cc2)[C@@H](C)CN([C@@H](C)CO)C(=O)c2cc(N(C)C)ccc2O1	-2[16.7 µM]	-8	1	-1	-1	10	12	-12
N=c1n(CCN2CCCCC2)c2ccccc2n1CC(=O)c1ccc(Cl)c(Cl)c1	0	4	-3	-10	6	-21	1	13
COCC(=O)NC[C@H]1N[C@H](CO)[C@@H]1c1ccc(C2=CCCCC2)cc1	-7[16.7 µM]	-5	·	-4	4	-3	-3	-1
COc1ccc(S(=O)(=O)N2CCCCN3[C@H](CO)[C@H](c4ccc(C#CC(C)C)cc4)[C@H]3C2)cc1	-9[16.7 µM]	5	-1	35	7	-11	8	77*
CC(=O)c1cccc(NC(=O)CCCSc2ccccc2)c1	-1	0	3	-27	0	-4	-4	-5
CCCN1C[C@H](C)[C@H](OC)CN(C)C(=O)c2cc(NC(=O)COC)ccc2OC[C@H]1C	4[16.7 µM]	-5	·	9	1	3	-24	12
CN(C)CCCNC(=O)c1ccc(-c2ccccc2)cc1	0	·	·	·	2	5	3	·
CN(CC(=O)Nc1sccc1C#N)Cc1ccccc1	-3	12	4	-4	-1	·	·	28
CC(NC(N)=O)C(=O)OCc1ccc(Cl)cc1Cl (configuration not stated)	-7	10	·	·	-2	-7	·	0
CCOc1ccc(C(=O)Nc2ccccc2OC(F)F)cc1	-2	-1	4	-16	2	-9	-10	11
O=C(COC(=O)c1ccc(Br)cc1)NCCC1=CCCCC1	-14	·	2	-3	0	0	21	4
COc1ccc(C(=O)NNC(=O)c2ccncc2)cc1[N+](=O)[O-]	·	1	0	8	0	5	-16	3
O=S(=O)(N1CCOCC1)n1c(Cc2ccccc2)nc2ccccc21	6	·	·	·	-1	-6	0	·

Reprinted at random: 4 records from the list
SMILES	miR-122 sensor	FN deposition inh	Casp6 inh	EWS-Fli block	Cneo AK release	PGC1a acetyl inh	LGR2 antag	PAX8 reporter
C[C@H]1CCCCO[C@H](CN(C)Cc2ccc(C(=O)O)cc2)[C@@H](C)CN([C@@H](C)CO)C(=O)c2cc(N(C)C)ccc2O1	-2[16.7 µM]	-8	1	-1	-1	10	12	-12
CC(NC(N)=O)C(=O)OCc1ccc(Cl)cc1Cl (configuration not stated)	-7	10	·	·	-2	-7	·	0
CCC(=O)N[C@@H]1C=C[C@@H](CC(=O)NCc2cc(F)cc(F)c2)O[C@H]1CO	·	-5	4	1	-1	7	3	-6
CN(CC(=O)Nc1sccc1C#N)Cc1ccccc1	-3	12	4	-4	-1	·	·	28

Additional results:
SMILES	miR-122 sensor	FN deposition inh	Casp6 inh	EWS-Fli block	Cneo AK release	PGC1a acetyl inh	LGR2 antag	PAX8 reporter
Cc1cc(C)c(S(=O)(=O)Nc2ccccc2-c2ccccc2)c(C)c1	6	·	1	?	0	-79	23	3
c1ccc(-c2nnc(CSc3nnc(-c4cccs4)o3)o2)cc1	1	-2	·	·	-1	5	·	-8
C/C(CC1CC(C)OC1=O)=N\NC(N)=S (configuration not stated)	·	0	-6	16	·	·	10	26
CC(C)c1ccc(S(=O)(=O)N2CCCCC2)cc1	20	-3	-2	-10	-4	·	8	-2
Cc1nc(SCC(=O)N2CCNC2=O)c(C#N)c(C)c1C	3	-3	-2	0	8	-3	-4	2
O=C(Nc1nnc(-c2ccccc2)s1)c1cc(S(=O)(=O)N2CCOCC2)c(Cl)cc1Cl	-8	-16	·	·	0	-7	·	·
COc1ccc(-c2cncnc2N)cc1OC	-5	3	2	3	0	28	-2	4
COC(C[C@H](O)C[C@@H](O)COCc1ccccc1)OC	19	12	-1	16	17	·	2	-5
Cc1ncc(CO)c2cc(C(=O)Nc3ccccc3Cl)c(=Nc3cccc(C(N)=O)c3)oc12	10	·	-4	-4	0	-6	15	-7
Cc1ccc2c(c1)C(=O)C(=O)N2CC(=O)Nc1ccc(N2CCOCC2)cc1	-2	·	1	1	3	-4	-8	14
C[C@@H]1CN([C@H](C)CO)C(=O)c2cc(-c3ccc(F)cc3)cnc2O[C@H]1CN(C)Cc1cccnc1	3[16.7 µM]	·	2	-13	1	3	-8	·
CC=Cc1ccc2n(c1=O)C[C@@H]1[C@@H](CO)[C@H](C(=O)NCC3CC3)N(Cc3ccccc3)[C@H]21 (mixture of isomers)	2[16.7 µM]	·	2	2	0	-6	-4	-3
CCOC(=O)C1=C(C)N(C[C@@H]2CC[C@@H](Cc3ccc4cc(OC)ccc4c3)O2)C(=O)NC1c1ccc(OC)cc1 (some centres not stated)	-8	·	0	-11	-1	-6	17	48
CN1C(=O)c2cc(NC(=O)C3CCCC3)ccc2OC[C@@H]2O[C@H](CC(=O)Nc3ccccc3)CC[C@H]21	-3[16.7 µM]	-6	-4	11	-3	0	-7	16
O=S(=O)(NCc1ccc2c(c1)OCO2)c1ccc2oc3ccccc3c2c1	-1	6	·	·	·	10	5	·
CC(C)N1C(=O)c2ccccc2NC(=O)C1C(=O)NCc1cccs1 (configuration not stated)	·	·	-4	-3	·	·	11	5
O=C(Nc1nc(OCC(F)(F)F)cnc1/C=C\c1ccccc1)c1ccccc1	2	·	·	-55	0	-30	-1	-24
O=C(Nc1ccc(S(=O)(=O)N2CCCC2)cc1)c1ccc([N+](=O)[O-])o1	41	·	4	·	-1	4	2	·
CCOc1ccc(CCNC(=O)CN2C(=O)NC3(CCCCC3C)C2=O)cc1OCC (configuration not stated)	·	6	-8	-7	0	·	-20	-7
O=C(Nc1ccc(Cl)cc1)Nc1ccccc1C(=O)NCc1ccco1	3	-3	·	·	-1	-6	-22	·
CCCCC(=O)NCCc1cc2c(C)ccc(C)c2[nH]c1=O	-6	1	-3	-32	3	3	-12	-2
CCOC(=O)C1=CC[C@H]2c3c(c4ccccc4n3C)C(=O)C1N2Cc1ccccc1	2	-4	1	-1	-1	-5	3	16
CC(=O)c1ccc(N(C(=O)CNC(=O)c2cccs2)C(C(=O)NCC2CCCO2)c2ccccc2)cc1 (configuration not stated)	-4	0	4	2	3	-4	-14	-5
Cc1cccc(NC(=O)/C(C#N)=C/c2cn(CC(=O)NCc3ccco3)c3ccccc23)c1C	-9	0	·	·	·	·	19	11
CC1CCN(C(=O)c2ccccc2NC(=O)c2cccs2)CC1	-1	-5	4	5	-2	·	21	7
O=C(CN1C(=O)C(=O)c2ccccc21)c1ccc(Cl)cc1	-5	2	-4	60*	0	-8	-6	14
COc1cc(-c2cc(NC=O)c3ncc(-c4ccc(C(C)=O)cc4)n3c2)cc(OC)c1OC	-7	2	4	14	-1	-13	-3	33
CN(C)CCCN(C(=O)c1ccc(Br)s1)c1nc2cc3c(cc2s1)OCCO3	4	-3	-9	-2	5	-10	6	-30
COc1ccc(CNC(=O)CSc2nc3ccc(OC)cc3[nH]2)cc1	·	2	1	3	1	·	4	-13
CS(=O)(=O)N1[C@@H](C#N)[C@H](c2ccc(C#CC3CC3)cc2)[C@@H]1CO	·	3	1	-6	0	-10	13	11

An unsorted share of the library. Share with any hit: about 2.5%.
